Pf growth 48h = Primary qHTS for delayed death inhibitors of the malarial parasite plastid, 48 hour incubation; P. falciparum luciferase growth in erythrocytes, 48 h; AID 504832, 2011; Potency, µM (top dose mostly 28.7 µM), inactives show at the top dose activity change, negative = inhibition, hits mostly inhibitors; 310,000 tested, 5.9% active; also: potency is read from the fitted curve at half-maximal effect; % is scaled to controls: 0 for no effect and ±100 for the full control effect
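Luminescence readout; reporter = integrated firefly luciferase in P. falciparum. RBC culture at 2% hematocrit, 0.1% parasitemia final, 37 C/5% CO2; decreased signal taken as growth inhibition.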
Sm TGR inh = qHTS Assay for the Inhibitors of Schistosoma Mansoni Peroxiredoxins. 360,000 tested, 3% active. purified TGR, DTNB reduction, TNB absorbance 405 nm. Schistosoma mansoni thioredoxin glutathione reductase (TGR), Q962Y6. AID 485364, 2010. Potency, µM (titrated, usually from 114 µM), inactives show at the top dose activity change, negative = inhibition, most hits filed as inhibitors; also: potency is read from the fitted curve at half-maximal effect; % is scaled to controls: 0 for no effect and ±100 for the full control effect; nearly all actives have a fitted effect of over 60% in size
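Kinetic colorimetric format: TGR-catalysed, NADPH-driven DTNB reduction monitored via TNB absorbance. Enzyme dispensed at 20 nM; compound exposure 15 min at room temperature before reaction start.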
CHX counter = Cycloheximide Counterscreen for Small Molecule Inhibitors of Shiga Toxin; max response, %; 300,000 tested, 12% active; AID 2314, 2010; cell reporter, cycloheximide protein synthesis inhibition counterscreen; in the data active = max response mostly above about 13%, no sharp cut-off; inactive = mostly below about 14%; also: read at 38.3 µM for the half of the compounds with a filed dose; 0% is about no effect
Shiga inhibitor = A qHTS for Small Molecule Inhibitors of Shiga Toxin | Vero cells, Shiga toxin protein synthesis inhibition reporter | inhibition, % at 38.7 µM | 290,000 tested, 9.2% active; in the data active = inhibition mostly above about 28%, no sharp cut-off; inactive = mostly below about 43%; also: 0% is about no effect
Giardia FBPA inh = qHTS Assay for Inhibitors of Fructose-1,6-bisphosphate Aldolase from Giardia Lamblia. A8B2U2. purified Giardia FBPA. Potency, µM (doses to about 59.6 µM), for the others: at the top dose activity, negative = inhibition, hits mostly inhibitors. 290,000 tested, 0.71% active. AID 2451, 2010; also: potency is read from the fitted curve at half-maximal effect; % is scaled to controls: 0 for no effect and ±100 for the full control effect; nearly all actives have a fitted effect of over 55% in size
Target sequence (A8B2U2 whole entry, looked up): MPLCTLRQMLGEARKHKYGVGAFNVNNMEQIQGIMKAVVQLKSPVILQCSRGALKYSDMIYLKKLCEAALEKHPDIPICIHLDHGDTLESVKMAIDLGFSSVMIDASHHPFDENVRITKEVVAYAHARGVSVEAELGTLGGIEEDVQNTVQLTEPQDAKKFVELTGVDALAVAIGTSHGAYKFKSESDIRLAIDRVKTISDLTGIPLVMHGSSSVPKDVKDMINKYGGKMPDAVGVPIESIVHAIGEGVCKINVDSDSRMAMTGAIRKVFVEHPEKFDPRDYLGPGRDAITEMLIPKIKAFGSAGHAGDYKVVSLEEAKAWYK
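Giardia FBPA (40 nM reagent) was preincubated 10 min at RT with compound (up to 57.5 uM final), then substrate plus GAPDH/TPI/NAD/arsenate coupling system with diaphorase/resazurin was added; resorufin fluorescence (525/598 nm) was read after 20 min.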
Pf growth 96h = Primary qHTS for delayed death inhibitors of the malarial parasite plastid, 96 hour incubation. Potency, µM (top dose mostly 28.7 µM), for the others: at the top dose activity change, negative = inhibition, most hits filed as inhibitors. P. falciparum luciferase reporter growth, 96 h. AID 504834, 2011. 320,000 tested, 6.9% active; also: potency is read from the fitted curve at half-maximal effect; % is scaled to controls: 0 for no effect and ±100 for the full control effect
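Readout is luminescence from an integrated firefly luciferase in P. falciparum. Red cells, 2% hematocrit and 0.05% parasitemia final, were cultured with compound through two parasite generations (96 hours) at 37 C, 5% CO2.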
* = called active by the depositor; ? = inconclusive; / = not tested or not shown; & = joins results of further samples; [ ] = remark or other dose. Unless noted, calls follow the shape of the dose curve; as a rule, active = well fitted curve in the direction sought with a large enough effect; inconclusive = small, poorly fitted or top-dose-only effect, or another doubt; inactive = no such curve, though single readings can be large; an effect the other way counts as inactive or inconclusive.

SMILES | Pf growth 48h | Sm TGR inh | CHX counter | Shiga inhibitor | Giardia FBPA inh | Pf growth 96h
COc1ccc(C2/C(=C(/O)c3ccc(C)cc3)C(=O)C(=O)N2CCCN2CCOCC2)cc1 (configuration not stated) | 14% | 45µM* | -2 | / | -2% | ?
CNC(=O)/C(=C\C=C\c1ccccc1)NC(=O)c1ccc([N+](=O)[O-])cc1 | 9% | 8% | -2 | -3 | 0% | 0%
O=C(Nc1nc(-c2ccccc2)c(-c2ccccc2)s1)c1ccc(S(=O)(=O)N2CCCCC2)cc1 | -18% | 8% | -2 | 21 | 7% | 23%
CC(C)C(C)NC(=O)Cn1cnc2c(oc3ccccc32)c1=O (configuration not stated) | 25% | 3% | 17* | 38 | 18% | 40%[activator]
COc1cc(NC(=O)CCN2CCN(C)CC2)cc(OC)c1 | -4% | 1% | -3 | / | 9% | 1%
COc1ccccc1N(CC(=O)NC1CCCC1)S(=O)(=O)c1ccc(C)cc1 | ? | -17% | -6 | -1 | 5% | 15%
Oc1sc(C=Nc2ccccc2)c2ccccc12 | -27% | -1% | 68* | 80* | -8% | ?
CC(C)(C)C1CCC(=O)N(CCOc2ccccc2)CC1 (configuration not stated) | 52%[activator] | -12% | 28* | 43* | 9% | -28%
Cc1ccsc1CNCc1cc(Cl)ccc1O | 1.7µM* | 5% | / | / | / | 2.9µM*
CCOc1ccc(N(CC(=O)Nc2nccs2)S(=O)(=O)c2c(C)noc2C)cc1 | / | -3% | -6 | -19 | -3% | ?
O=C(Nc1ccccc1Br)c1ccc(N2CCCC2=O)cc1 | 86%[activator] | 7% | / | / | / | 165%[activator]
CCC(=O)c1ccc(N2CCN(C(=O)c3ccc(F)cc3)CC2)c(F)c1 | -5% | / | 0 | -9 | -1% | 16%
O=C(N/N=C/c1ccc(F)c(F)c1)c1cc2c(s1)-c1ccccc1CC2 | 4% | -1% | -4 | -2 | 1% | 23%
O=C(NCc1cccnc1)C1CCN(C(=O)c2ccc(Cl)cc2Cl)CC1 | 8% | -7% | -6 | -12 | 1% | /
O=C(Nc1ccc(S(=O)(=O)N2CCOCC2)cc1)c1cc([N+](=O)[O-])ccc1Cl | ? | 10% | -1 | 1 | 6% | ?
Cc1ccccc1NC(=O)c1cn(-c2ccccc2)nc1-c1ccccc1 | ? | 7%&-21% | -2 | -10 | -6% | -23%
CCNC(=O)CC1SC(=Nc2cccc(Cl)c2C)N(C)C1=O (configuration not stated) | ? | -23% | -1 | -42 | 5% | 0%
Cc1ccc2cc(CN(C(=O)C3CCCO3)C3CCCCC3)c(=O)[nH]c2c1 (configuration not stated) | ? | 0% | -9 | -12 | 3% | ?
CCc1ccc(N2CC(C(=O)Nc3ccccc3F)CC2=O)cc1 (configuration not stated) | 4% | 0% | 7 | -3 | 6% | -2%
CCOc1ccc(-n2nnc3c(=O)n(CC(=O)NCc4ccco4)cnc32)cc1 | 21% | ? | -1 | -2 | 5% | 20%
CC12CC3(C)CC(C)(C1)CC(C(=O)NC(=S)NC(C)(C)C)(C2)C3 | 32%[activator] | 1% | 4 | 8 | -1% | 14%
C[C@@H](C(=O)NCc1ccccc1)N1C(=O)C2CC=CCC2C1=O (some centres not stated) | 12% | -7% | 4 | -27 | 6% | /
COc1ccc(CCNC(=O)/C(C#N)=C/c2cccc(OCc3ccccc3)c2)cc1OC | ? | 0% | 11 | 34 | -6% | 12µM*
FC(F)(F)c1cc(-c2ccco2)nc(N2CCOCC2)n1 | -15% | 0% | -3 | -8 | -1% | 13%
O=C(Cn1cnc2c(nnn2Cc2ccccc2F)c1=O)NCc1ccco1 | ? | ? | 1 | -10 | -2% | 1%
COc1ccc(NC(=O)CN2CCN(C(=O)c3ccco3)CC2)c(OC)c1 | 10µM* | 0% | -3 | -19 | 0% | -16%
O=C(c1cc2ccccc2o1)N1CCN(Cc2ccc3c(c2)OCO3)CC1 | -6% | 7% | 5 | -10 | / | 31%[activator]
CC/C(=N\NC(=O)Cc1ccc(Br)cc1)c1cccs1 | -1% | 0% | 1 | 6 | -7% | 0%
C#CCOCCOCCOCCNc1nc(N2CCN(C(=O)Cn3cc(CCCCN)nn3)CC2)nc(N2CCN(C(=O)[C@H]([C@@H](C)CC)n3cc(CCCCN)nn3)CC2)n1 | -6% | -36% | / | / | / | 77%[activator]
NC(=O)C1CCN(C(=O)/C(=C/c2ccccc2)NC(=O)c2ccccc2)CC1 | 66%[activator] | 8% | 7 | -9 | 2% | 33%[activator]
CCN1C(=O)CC(C(=O)NC)SC1=Nc1cc(Cl)c(O)c(Cl)c1 (configuration not stated) | / | -3% | 2 | -11 | -7% | -3%
O=C(CSc1ccc(-c2ccco2)nn1)Nc1ccc(F)cc1F | 1% | ? | 0 | 33 | / | -3%
CC(C)c1cc(C(=O)NNC(=S)NC2CCCCC2)cs1 | 120%[activator] | -23% | 32* | 51* | / | 102%[activator]
COc1cccc(C(=O)NC2CCN(CC(=O)Nc3nccs3)CC2)c1 | 23% | 10% | -2 | -17 | 0% | -2%
Nc1c2c(nc3ccccc13)CCCC2=O | -3% | 0% | 17* | 14 | -18% | -11%
CC1CCN(C(=S)c2ccc3c(c2)OCO3)CC1 | / | 0% | 5 | 25 | -1% | ?
CN(C)CCNC(=O)C(C(=O)c1ccccc1)n1ccccc1=O (configuration not stated) | 6% | -14% | -6 | -16 | -1% | 29%
CCOCCCNC(=O)c1cc2cc3cc(OC)ccc3nc2o1 | ? | 11% | 8 | 16 | 9% | -4%
CCCCn1c(C)c(C(=O)O)c2cc(OC)ccc21 | 6% | 1% | -1 | -12 | 7% | 120%[activator]
O=C1CC2OCC=C3CN4CCC56c7cc([N+](=O)[O-])ccc7N1C5C2C3CC46 (configuration not stated) | ? | -5% | 1 | -6 | -3% | 10%
COc1ccc(Cl)cc1-c1nc(SCC(=O)NCCN2C(=O)CSC2=O)n[nH]1 | 32%[activator] | -3% | 5 | -12 | -13% | -2%
COc1ccc(CNC(=O)c2coc(=O)c3ccccc23)c(OC)c1 | ? | 20% | 5 | -7 | 0% | 7%
CCCNc1ncccc1C(N)=O | 28% | 0% | -7 | -9 | 12% | ?
Cc1csc(NC(=O)CSc2nnc(C)n2Cc2ccco2)n1 | 29% | -3% | -2 | 22 | 6% | ?
COc1cccc(/C=N/Nc2ccccc2C(=O)O)c1O | 195%[activator] | -9% | 47* | 64* | 5% | 25%
O=C(Nc1ccccc1)C1=C[C@@H](c2coc3ccccc3c2=O)C[C@@H](OCc2ccc(CO)cc2)O1 | ? | -8% | 1 | -16 | -1% | ?
CCC(=O)c1cn(/C(=C\C(=O)OC(C)(C)C)CCC(OC)OC)cc1CC | ? | ? | / | / | / | ?
CCCNC(=O)Nc1nc(CC(=O)OCC)cs1 | 25% | 7%[57.1 µM] | -1 | -11 | 4% | 24%
O=C(Cc1ccccc1)Nc1sc2c(c1C(=O)Nc1ccc(Br)cc1)CCCC2 | / | -1% | -5 | -3 | / | /
Cc1ccc(-c2nc(C=Nc3ccccc3)c(O)o2)cc1 | 46%[activator] | 0% | 51* | 85* | -1% | 72%[activator]
The results go on:
SMILES | Pf growth 48h | Sm TGR inh | CHX counter | Shiga inhibitor | Giardia FBPA inh | Pf growth 96h
CCOC(=O)/C(=N\Nc1ccccc1Cl)N1CC(C)OC(C)C1 (configuration not stated) | ? | 1% | -8 | -4 | -3% | 0%
CCCCC(CC)C(=O)Oc1ccc(O)c(C(C)(C)C)c1 (configuration not stated) | ? | / | 8 | 25 | ? | -5%
COc1cccc(/C=C/C(=O)c2cccc([N+](=O)[O-])c2)c1 | 9% | / | 7 | 51* | -6% | 25%
CCOC(=O)Oc1ccc2oc(=O)cc(C)c2c1 | 58%[activator] | 7% | 11 | 20 | -3% | 244%[activator]
COc1ccc2c(c1OC)CN1CCc3cc4c(cc3[C@H]1C2)OCO4 | 3.7µM* | -2% | / | / | -11%[21.7 µM] | 0.72µM*
Cc1ccccc1C(=O)N1CCC(C(=O)Nc2ccc3c(c2)OCO3)CC1 | 32%[activator] | 8% | -2 | -2 | 4% | -13%
Cc1cc([N+](=O)[O-])ccc1NC(=O)CN1C2CCC1CC(NC(=O)NC13CC4CC(CC(C4)C1)C3)C2 (configuration not stated) | 10µM* | 8% | -4 | -7 | -5% | 23%
COc1ccc2c(c1OC)C(=O)OC2Nn1cncn1 (configuration not stated) | 3% | 1% | -1 | -20 | 11% | 164%[activator]
O=C(Cc1ccc(-n2cccc2)cc1)N1CCc2ccccc21 | / | 7% | 20* | 47 | 2% | ?
O=C1CN(c2ccccc2)C(=S)N1C(=O)c1ccccc1 | 183%[activator] | ? | 46* | 47* | -9% | -8%

Structures listed so far containing a tert-butyl group (four):
SMILES | Pf growth 48h | Sm TGR inh | CHX counter | Shiga inhibitor | Giardia FBPA inh | Pf growth 96h
CC(C)(C)C1CCC(=O)N(CCOc2ccccc2)CC1 (configuration not stated) | 52%[activator] | -12% | 28* | 43* | 9% | -28%
CC12CC3(C)CC(C)(C1)CC(C(=O)NC(=S)NC(C)(C)C)(C2)C3 | 32%[activator] | 1% | 4 | 8 | -1% | 14%
CCC(=O)c1cn(/C(=C\C(=O)OC(C)(C)C)CCC(OC)OC)cc1CC | ? | ? | / | / | / | ?
CCCCC(CC)C(=O)Oc1ccc(O)c(C(C)(C)C)c1 (configuration not stated) | ? | / | 8 | 25 | ? | -5%

(continued)
SMILES | Pf growth 48h | Sm TGR inh | CHX counter | Shiga inhibitor | Giardia FBPA inh | Pf growth 96h
COc1ccc(CNc2nc(-c3cccnc3)nn2C(=O)CC(C)C)cc1 | 25% | 3% | 3 | 29 | -6% | 43%[activator]
CCN(CC(=O)Nc1ccc(OC)cc1)C(=O)Cc1ccc(OC)c(S(=O)(=O)N2CCOCC2)c1 | -24% | -14% | / | / | / | -26%
CN(C)N1C(N)=C(C#N)C(c2cccc3ccccc23)C2=C1CC(c1ccccc1)CC2=O (configuration not stated) | 9.3µM* | -3% | 6 | -7 | -19% | ?
Oc1ccccc1Oc1ncc(Br)c(Cl)n1 | ? | 35µM* | 5 | 3 | -5% | ?
Cc1ccc(CN2C(=O)/C(=C3\SC(N4CCOCC4)=NC3=O)c3cc(Br)ccc32)cc1 | ? | 0% | -3 | 11 | 6% | -1%
COC(=O)N1C(=O)[C@](c2ccsc2)(C(C)C)N1C(=O)OC | 38%[activator] | 32µM* | 20* | 14 | -2% | 7%
O=C(O)COn1c(-c2ccc(Cl)cc2)nc2ccc(Cl)cc21 | 15% | / | 15 | 87* | ? | 20%
O=C(c1cccc(C(F)(F)F)c1)C1CCCN(Cc2cccn2-c2ccccn2)C1 (configuration not stated) | ? | -7%[57.1 µM] | -4 | -13 | 5% | 13%
Cc1ccc(C(=O)N2CCCCC2)cc1S(=O)(=O)N1CCOCC1 | -21% | 14% | -2 | -5 | -5% | 100%[activator]
CCOC(=O)c1c(C)[nH]c(C(=O)OCC(=O)N(C)CC(=O)Nc2ccccc2Cl)c1C | 0% | 0% | / | / | / | -2%
O=C(CCCc1ccccc1)NCc1cn2ccsc2n1 | 14% | 3% | 17* | 15 | 4% | 15%
CCN1CCN(CC(=O)c2cc(OC)c(OC)c(OC)c2)CC1 | 29% | -31% | -4 | -4 | -7% | 15%
CCCCn1c(=O)c(C(=O)Nc2nc3ccccc3[nH]2)c(O)c2ccccc21 | 61%[activator] | -3% | 6 | 44 | 6% | ?
O=C(O)CC/C(=C\c1ccc(Cl)c([N+](=O)[O-])c1)c1nc2ccccc2s1 | 21% | -2% | 5 | 7 | 4% | 1%

Compound activity (PubChem BioAssay)
